Assay outcomes (PubChem)
ANO1 block: TMEM16A chloride channel inhibitors, primary screen, cell-based, HTS | Anoctamin-1 (Mus musculus), Q8BHY3 | HEK293 TMEM16A/YFP iodide influx fluorescence, ionomycin | normalized B-score (activity score, 25-100; higher = stronger inhibition) at 10 µM | 310,000 compounds, 1.2% hits;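 active = ratio plate-corrected score three or more library SD toward inhibition, starting fluorescence score within five deviations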;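 also: score derived from kinetic fluorescence span divided by baseline fluorescence per well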
Target sequence (Q8BHY3 whole entry, looked up): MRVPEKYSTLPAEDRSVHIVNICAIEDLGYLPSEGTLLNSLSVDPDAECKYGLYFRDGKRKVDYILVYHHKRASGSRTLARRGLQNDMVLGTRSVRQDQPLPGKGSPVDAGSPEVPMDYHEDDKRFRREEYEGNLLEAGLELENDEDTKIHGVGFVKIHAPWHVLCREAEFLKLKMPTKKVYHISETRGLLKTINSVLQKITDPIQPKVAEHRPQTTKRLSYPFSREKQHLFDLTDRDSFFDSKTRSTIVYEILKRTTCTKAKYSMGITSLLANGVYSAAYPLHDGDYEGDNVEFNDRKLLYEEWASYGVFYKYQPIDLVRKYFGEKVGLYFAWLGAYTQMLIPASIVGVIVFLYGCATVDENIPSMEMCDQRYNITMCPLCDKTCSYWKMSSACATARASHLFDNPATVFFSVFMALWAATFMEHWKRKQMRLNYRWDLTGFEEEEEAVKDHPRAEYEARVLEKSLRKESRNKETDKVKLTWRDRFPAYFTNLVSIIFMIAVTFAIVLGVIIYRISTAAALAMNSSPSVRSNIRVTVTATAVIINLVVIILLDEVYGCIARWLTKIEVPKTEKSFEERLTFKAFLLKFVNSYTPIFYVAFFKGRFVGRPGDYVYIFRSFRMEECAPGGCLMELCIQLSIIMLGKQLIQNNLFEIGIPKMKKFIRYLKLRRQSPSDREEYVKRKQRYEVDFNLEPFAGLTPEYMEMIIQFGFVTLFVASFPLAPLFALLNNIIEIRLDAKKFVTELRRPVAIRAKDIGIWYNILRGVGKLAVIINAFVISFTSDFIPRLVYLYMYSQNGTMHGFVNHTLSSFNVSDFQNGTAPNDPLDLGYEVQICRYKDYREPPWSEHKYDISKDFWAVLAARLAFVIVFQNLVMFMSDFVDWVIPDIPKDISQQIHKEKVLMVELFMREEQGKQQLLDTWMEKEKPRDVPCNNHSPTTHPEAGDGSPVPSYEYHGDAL
ANO1 activ: TMEM16A chloride channel activators or potentiators, primary screen, cell-based, HTS; Anoctamin-1 (Mus musculus), Q8BHY3; HEK293 TMEM16A/YFP-H148Q/I152L, iodide quench fluorescence; hits give low values; B-score at 10 µM; 340,000 compounds, 0.3% hits; AID 623877, 2012;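 active = fluorescence-ratio B-score plate-corrected deviation score at least 3 library SD below zero, with starting fluorescence score within 5 deviations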;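 also: channel opened by trigger with iodide after compound preincubation; score built on the fluorescence ratio of max minus min over baseline; more negative score means more quench and so TMEM16A activation or potentiation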
TRPC4 act: activators of mouse TRPC4 channel, primary screen, Fluo4 calcium, HEK293 TRPC4beta/mu-opioid cells | Short transient receptor potential channel 4 (Mus musculus), Q9QUQ5 | Fluo4 calcium fluorescence; hits give high values | B-score at 10 µM | 310,000 compounds, 0.49% hits;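 active = B-score above 5 SD of library B-scores, and initial fluorescence ratio not above library mean plus 5 SD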;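 also: positive B-score marks a calcium rise read as TRPC4 activation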
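Material: TRPC4beta and mu-opioid receptor HEK293 stable cells | Incubation: 45 min room-temperature Fluo4 loading, 110 s read | Detection: Kinetic Fluo4 calcium fluorescence | Measure: Integrated baseline-normalised fluorescence ratio, converted to per-well B score | Benchmarks: Low control buffer alone, high control maximal DAMGO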
TRPC4 inh: inhibitors of mouse TRPC4 channel, primary screen, Fluo4 calcium, HEK293 TRPC4beta/mu-opioid cells. Short transient receptor potential channel 4 (Mus musculus), Q9QUQ5. DAMGO-evoked Fluo4 calcium flux; hits give low values. B-score at 10 µM. 300,000 compounds, 0.39% hits;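 active = B-score over 3 SD under the library average, no early fluorescence shift, positive overall ratio signal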
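System: stable TRPC4beta/mu-opioid receptor HEK293 cells; Dosing: single-point compound dosing; Measured by: Fluo4 Ca2+ flux fluorescence; Read-out basis: per-well B score of integrated baseline-normalized Fluo4 ratio.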
TRPC6 inhibitor: mouse TRPC6 channel inhibitors, primary screen, cell-based, HEK293, membrane potential dye; Short transient receptor potential channel 6 (Mus musculus), Q61143; ACh-evoked depolarization; hits give low values; B-score at 10 µM; 310,000 compounds, 1.1% hits;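 active = B-score under library mean minus 3 SD, initial fluorescence not abnormally high, positive integrated signal ratio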;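 also: B-score derived from integrated fluorescence ratio over the kinetic read; more negative B-score means stronger inhibition of depolarization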
TRPC6 activator: mouse TRPC6 channel activators, primary screen, cell-based, HEK293, membrane potential dye; AID 2550, 2010; B-score at 10 µM; 310,000 compounds, 0.13% hits; HEK293-TRPC6 membrane potential dye fluorescence; hits give high values; Short transient receptor potential channel 6 (Mus musculus), Q61143;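 active = B-score of the integrated fluorescence ratio above library mean plus 3 SD, and starting fluorescence ratio within library mean plus 5 SD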;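 also: higher score means more depolarization so channel activation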
MrgX1 antagonist: antagonists of human MrgX1 receptor, primary screen, HEK293 cells, Fluo-4 calcium flux; 310,000 compounds, 1.3% hits; AID 588676, 2011; B-score at 10 µM; Mas-related G-protein coupled receptor member X1 (Homo sapiens), Q96LB2; BAM8-22 antagonism; hits give low values;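 active = calcium-response B-score plate-corrected more than 3 library SD below zero, starting fluorescence within 5 deviations, no agonist response on first addition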;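 also: peak minus trough fluorescence over baseline after final BAM8-22 challenge near maximal dose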
SKKanGAS inh: S. pyogenes SKKanGAS growth inhibitors in kanamycin, primary screen, streptokinase expression inhibitor project, SKKanGAS strain, BacTiter-Glo luminescence; inhibition, % at 7.5 µM; 300,000 compounds, 1.3% hits; 6 h;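 active = mean replicate score, as percent of positive control median, at least 50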;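 also: strain carries kanamycin resistance gene driven by streptokinase promoter and grows in 40 µg/ml kanamycin; loss of luminescence reflects streptokinase promoter inhibition or plain growth inhibition; 0% = median of DMSO wells and 100% = positive control at its reference dose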
MrgX1 allo act: positive allosteric modulators of MrgX1, primary screen, HEK293 cells, Fluo-4 calcium flux; Mas-related G-protein coupled receptor member X1 (Homo sapiens), Q96LB2; FDSS; hits give high values; B-score at 10 µM; 310,000 compounds, 0.63% hits;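 active = plate-corrected calcium response at least 3 library SD above typical, normal starting fluorescence, not activating the receptor alone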;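 also: compound read alongside a low EC10 to EC30 dose of BAM8-22 agonist; peak minus trough fluorescence over baseline measured at the second addition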
MrgX1 agonist: agonists of human MrgX1 receptor, primary screen, HEK293 cells, Fluo-4 calcium flux. Fluo-4 calcium fluorescence, agonist mode; hits give high values. B-score at 10 µM. Mas-related G-protein coupled receptor member X1 (Homo sapiens), Q96LB2. 310,000 compounds, 0.44% hits;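 active = calcium response B-score plate-corrected fluorescence ratio at least 3 library SD, with starting fluorescence B-score inside 5 SD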
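Test system: HEK293 cells stably expressing human MrgX1 receptor; amount: 15,000 cells per well; doses: compound delivered in addition one of three; times: overnight plating before 1 h dye loading; detection: Fluo-4 NW calcium-flux fluorescence, kinetic read; read-out basis: B-scored fluorescence response ratio; controls: positive and negative controls per plate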
TRPC4 potent: positive allosteric modulators of TRPC4, primary screen, cell-based, mouse TRPC4beta, HEK293 mu-opioid, Fluo-4 calcium; 310,000 compounds, 0.42% hits; B-score at 10 µM; AID 2227, 2009; DAMGO EC20, Fluo-4 Ca2+ flux; hits give high values; Short transient receptor potential channel 4 (Mus musculus), Q9QUQ5;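 active = B-score of calcium response area above 5 SD of library B-scores, with initial fluorescence ratio within 5 SD of library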;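 also: B-score of integrated fluorescence ratio over time as area under calcium response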
Starred values were filed as active, the others as inactive; i = inactive; x = not tested or not shown.

SMILES | ANO1 block | ANO1 activ | TRPC4 act | TRPC4 inh | TRPC6 inhibitor | TRPC6 activator | MrgX1 antagonist | SKKanGAS inh | MrgX1 allo act | MrgX1 agonist | TRPC4 potent
CN(c1ccc(C(=O)N2CCOCC2)cc1[N+](=O)[O-])C1CCCCC1 | i | i | i | i | i | i | i | -1 | i | i | i
Cc1ccccc1N1CC(C(=O)O)CC1=O (centres undefined) | i | i | i | i | i | i | i | -4 | i | i | i
CC12CN(C(=S)Nc3ccccc3)CC(C)(CN(C(=S)Nc3ccccc3)C1)C2=O | i | i | i | i | i | i | i | -17 | i | i | i
CCOC(=O)c1ccc(NC(=O)Cn2ncc(Cl)c(Cl)c2=O)cc1 | i | i | i | i | i | i | -5.2* | 2 | i | i | i
Cc1ccc(C(=O)CSc2ncnc3sc4c(c23)CCCC4)cc1 | i | i | i | i | i | i | i | -7 | i | i | i
Cc1ccc2nc3c(nc2c1)-c1ccccc1C3=O | i | i | i | i | i | i | i | 24 | i | i | i
CCOC(=O)N1CCN(C(=O)c2ccc3c(=O)n(-c4ccc(OC)cc4)c(=S)[nH]c3c2)CC1 | i | i | i | i | i | i | i | 3 | i | i | i
Cc1cc(S(=O)(=O)/N=C(\N)c2ccc(C(N)=O)cc2)cc(C)c1F | i | i | i | i | i | i | i | -10 | i | i | i
COc1ccc(NS(=O)(=O)c2ccc(N3CCCC3)c(NC(=S)Nc3cccc(C)c3C)c2)cc1 | i | i | i | i | i | i | i | 8 | i | i | i
COc1cc(NC(=O)CCc2nnc3ccc(N4CCC5(CC4)OCCO5)nn23)cc(OC)c1 | i | i | i | i | i | i | i | -6 | i | i | i
COc1ccc(-c2noc(C3CCCN(C(=O)c4ccccc4OC)C3)n2)cc1OC (centres undefined) | i | i | i | i | i | i | i | -6 | i | i | i
O=C(c1cccs1)N1CCN=C1SCc1ccc(Cl)cc1 | i | i | i | i | i | i | i | -8 | i | i | i
CCC1(CC)Cc2ccccc2-c2[nH]c(=S)[nH]c(=O)c21 | i | i | i | i | i | i | i | 1 | i | i | i
CCOc1ccc(N2C(=O)C3=C(C(c4ccc(Cl)cc4)=NCCN3)C2c2cccnc2)cc1 (centres undefined) | i | i | i | i | i | i | i | 5 | i | i | i
CCCOP(=O)(c1ccc(N(C)C)cc1)C(O)c1c(Cl)cccc1Cl (centres undefined) | i | i | i | i | i | i | i | -1 | i | i | i
CN(c1cccc2cccnc12)S(=O)(=O)c1ccccc1 | i | i | i | i | i | i | i | 2 | i | i | i
COC(=O)c1nn(-c2ccccc2)c(=O)cc1Oc1ccc(Cl)cc1 | i | i | i | i | i | i | i | 5 | i | i | i
CCOC(=O)Cn1cc(C(=O)c2cccs2)c2ccccc21 | i | i | i | i | i | i | i | 7 | i | i | i
CCN(CC)c1ccc(N2C(=O)CSC2=S)cc1 | i | i | i | i | i | i | i | 16 | i | i | i
CC1=C(C(=O)OCC2CCCO2)C(c2ccccc2Cl)NC(=O)N1 (centres undefined) | i | i | i | i | i | i | i | 0 | i | i | i
COc1ccc(-c2cc(C(=O)Nc3cccc(O)c3)no2)cc1 | i | i | i | i | i | i | i | 13 | i | i | i
COc1ccc(CNC(=O)C(=O)NCC2OCCN2S(=O)(=O)c2ccc(F)cc2)cc1 (centres undefined) | i | i | i | i | i | i | i | 1 | i | i | i
COC(=O)Cn1c(C)nc2c(sc3nc(C)cc(C)c32)c1=O | i | i | i | i | i | i | i | -1 | i | i | i
O=C(CSc1nnc(C2CC2)n1-c1ccccc1)NCc1ccco1 | i | i | i | i | i | i | i | 1 | i | i | i
O=C(CC1C(=O)NCCN1Cc1ccccn1)NCCc1ccccc1F (centres undefined) | i | i | i | i | i | i | i | 0 | i | i | i

(further entries)
SMILES | ANO1 block | ANO1 activ | TRPC4 act | TRPC4 inh | TRPC6 inhibitor | TRPC6 activator | MrgX1 antagonist | SKKanGAS inh | MrgX1 allo act | MrgX1 agonist | TRPC4 potent
Cc1ccc(C2=NOC(C)(c3nnc(-c4ccc(Cl)cc4)o3)C2)cc1 (centres undefined) | i | i | i | i | i | i | i | -8 | i | i | i
Cc1cccc(NC(=O)CCS(=O)(=O)c2cccc3nonc23)c1C | i | i | i | i | i | i | i | 4 | i | i | i
N#Cc1cccc(NC(=O)Cn2cnc(S(=O)(=O)N3CCCCC3)c2)c1 | i | i | i | i | i | i | i | 1 | i | i | i
CC12CCC(C(=Nc3ccc(N=C4C(=O)C5(C)CCC4C5(C)C)cc3)C1=O)C2(C)C | i | x | i | i | i | i | i | -3 | i | i | i
CCc1nnc(NC(=O)c2ccc(S(=O)(=O)NC3CCCCC3)cc2)s1 | i | i | i | i | i | i | i | -2 | i | i | i
CN1C(=O)CC(Sc2ncccc2C(=O)O)C1=O (centres undefined) | i | i | i | i | i | i | i | -12 | i | i | i
O=c1c(Cc2ccc(Cl)cc2Cl)c(O)ccn1Cc1ccncc1 | i | i | i | i | i | i | i | 9 | i | i | i
Cc1cccc(/C=C(\C#N)C(=O)Nc2ccccn2)c1 | i | i | i | i | i | i | i | 1 | i | i | i
CC(C)Oc1ccc(CC2CC(=O)NC2=O)cc1 (centres undefined) | i | i | i | i | i | i | i | -1 | i | i | i
O=C(NCC1CCCO1)C1CC(=O)N(C2CCCCCC2)C1 (centres undefined) | i | i | i | i | i | i | i | 15 | i | i | i
COc1cccc(NC(=O)C(Sc2nc3ccccc3c(=O)n2CC(C)C)c2ccccc2)c1 (centres undefined) | i | i | i | i | i | i | i | -1 | i | i | i
Cc1cc(C)n(-c2cc(N3CCN(C(=O)c4cccc(Br)c4)CC3)ccc2[N+](=O)[O-])n1 | i | i | i | i | i | i | i | 0 | i | i | i
NS(=O)(=O)c1ccc2ccccc2c1 | i | i | i | i | i | i | i | -1 | i | i | i
COCCNC(=O)CSc1ccccc1C(=O)NC1CCSc2ccccc21 (centres undefined) | i | i | i | i | i | i | i | -3 | i | i | i
O=C(CCl)Nc1cccc(CP(=O)(c2ccccc2)c2ccccc2)c1 | i | i | i | i | i | i | i | 0 | i | i | i
CC1CCN(C(=O)COC(=O)c2ccccc2NC(=O)c2ccco2)CC1 | i | i | i | i | i | i | i | -3 | i | i | i
C=CCNC(=O)CSc1ccc(Cl)cc1 | i | i | i | i | i | i | i | -4 | i | i | i
Cc1ccc(NC(=O)Cn2nnc(C(=O)NCc3cccs3)c2N)cc1F | i | i | i | i | i | i | i | -4 | i | i | i
O=C(COC(=O)CNC(=O)c1cccc([N+](=O)[O-])c1)Nc1nc2ccccc2s1 | i | i | i | i | i | i | i | 6 | i | i | i
Cc1ccc(/C=N/NC(=O)c2cc(-c3ccncc3)nc3ccccc23)o1 | x | i | i | i | i | i | x | -4 | x | x | i
COc1cc(S(=O)(=O)N2CCC(N3CCCCC3)CC2)ccc1-n1cnnn1 | x | i | i | i | i | i | x | -1 | x | x | 17*
COc1cc(CN2CCC(Cc3ccccc3)CC2)cc([N+](=O)[O-])c1O | i | i | i | i | i | i | i | 0 | i | i | i
COc1cccc(NC(=O)c2nn(C)c(C(=O)Nc3cccc(OC)c3)c2[N+](=O)[O-])c1 | i | i | i | i | i | i | i | 11 | i | i | i
COCCCn1c(-c2ccco2)nc2ccccc2c1=O | i | i | i | i | i | i | i | -1 | i | i | i
CCOc1ccc(C(=O)Cn2cnc3ccccc3c2=O)cc1 | i | i | i | i | i | i | i | -5 | i | i | i

Brought forward from above: 2 compounds, followed by the next part.
SMILES | ANO1 block | ANO1 activ | TRPC4 act | TRPC4 inh | TRPC6 inhibitor | TRPC6 activator | MrgX1 antagonist | SKKanGAS inh | MrgX1 allo act | MrgX1 agonist | TRPC4 potent
COCCCn1c(-c2ccco2)nc2ccccc2c1=O | i | i | i | i | i | i | i | -1 | i | i | i
CCOc1ccc(C(=O)Cn2cnc3ccccc3c2=O)cc1 | i | i | i | i | i | i | i | -5 | i | i | i
CCOc1cc(/C=N/NC(=O)c2nn(C)cc2Br)ccc1OCc1ccccc1Cl | i | i | i | i | i | i | i | 31 | i | i | i
O=S1(=O)NC(=NCC(c2ccco2)N2CCCCC2)c2ccccc21 (centres undefined) | i | i | i | i | i | i | i | -11 | i | i | i
CCOC(=O)[C@H]1[C@H]2COc3cc(OC)ccc3[C@@H]2N2C(=O)N(c3ccc(Cl)cc3)C(=O)[C@@]12C | i | i | i | i | i | i | i | 6 | i | i | i
Cc1ccc(CNC(=O)c2cc(-c3cc(C)cc(C)c3O)n[nH]2)cc1 | i | i | i | i | i | i | i | 9 | i | i | i
CC(=O)CSc1ncnc2sc3c(c12)CCC3 | i | i | i | i | i | i | i | 2 | i | i | i
COc1ccc2oc(C(=O)OCC(=O)N(Cc3ccccc3)C(C)(C)C)c(C)c2c1 | i | i | i | i | i | i | i | 12 | i | i | i
O=C(/C=C/c1ccccc1)c1c[nH]c2ccccc12 | i | i | i | i | i | i | i | -12 | i | i | i
Cc1nc2ccccc2n1Cc1ccc(Br)cc1 | i | i | i | -6* | i | i | i | -2 | i | i | i
CC1(OC(=O)C2CCCC2)C(=O)C=C2C=C(c3ccsc3)N(CCCCO)C=C2C1=O (centres undefined) | i | i | i | i | i | i | i | 4 | i | i | i
Cc1cccnc1Nc1ncnc(N)c1[N+](=O)[O-] | i | i | i | i | i | i | i | 9 | i | i | i
COc1cc(CNC(=O)c2nc(Cn3nc(C)c(Br)c3C)no2)cc(OC)c1 | i | i | i | i | i | i | i | -4 | i | i | i
